hERG rescue: hERG (human) protection from proarrhythmic block | Q12809 | CHO-hERG, FluxOR thallium flux, dofetilide IC70 present | activation (rescue from dofetilide block), less the hit threshold, % at 10 µM | hit rate 0.51% among 310,000;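 active = activation above the mean of controls blocked by dofetilide plus 5 SD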;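 note: thallium influx through hERG after potassium depolarization seen as dye fluorescence rise; in these data hits start at about 4.7%; inactives centre near -7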
Target sequence (Q12809 whole entry, looked up): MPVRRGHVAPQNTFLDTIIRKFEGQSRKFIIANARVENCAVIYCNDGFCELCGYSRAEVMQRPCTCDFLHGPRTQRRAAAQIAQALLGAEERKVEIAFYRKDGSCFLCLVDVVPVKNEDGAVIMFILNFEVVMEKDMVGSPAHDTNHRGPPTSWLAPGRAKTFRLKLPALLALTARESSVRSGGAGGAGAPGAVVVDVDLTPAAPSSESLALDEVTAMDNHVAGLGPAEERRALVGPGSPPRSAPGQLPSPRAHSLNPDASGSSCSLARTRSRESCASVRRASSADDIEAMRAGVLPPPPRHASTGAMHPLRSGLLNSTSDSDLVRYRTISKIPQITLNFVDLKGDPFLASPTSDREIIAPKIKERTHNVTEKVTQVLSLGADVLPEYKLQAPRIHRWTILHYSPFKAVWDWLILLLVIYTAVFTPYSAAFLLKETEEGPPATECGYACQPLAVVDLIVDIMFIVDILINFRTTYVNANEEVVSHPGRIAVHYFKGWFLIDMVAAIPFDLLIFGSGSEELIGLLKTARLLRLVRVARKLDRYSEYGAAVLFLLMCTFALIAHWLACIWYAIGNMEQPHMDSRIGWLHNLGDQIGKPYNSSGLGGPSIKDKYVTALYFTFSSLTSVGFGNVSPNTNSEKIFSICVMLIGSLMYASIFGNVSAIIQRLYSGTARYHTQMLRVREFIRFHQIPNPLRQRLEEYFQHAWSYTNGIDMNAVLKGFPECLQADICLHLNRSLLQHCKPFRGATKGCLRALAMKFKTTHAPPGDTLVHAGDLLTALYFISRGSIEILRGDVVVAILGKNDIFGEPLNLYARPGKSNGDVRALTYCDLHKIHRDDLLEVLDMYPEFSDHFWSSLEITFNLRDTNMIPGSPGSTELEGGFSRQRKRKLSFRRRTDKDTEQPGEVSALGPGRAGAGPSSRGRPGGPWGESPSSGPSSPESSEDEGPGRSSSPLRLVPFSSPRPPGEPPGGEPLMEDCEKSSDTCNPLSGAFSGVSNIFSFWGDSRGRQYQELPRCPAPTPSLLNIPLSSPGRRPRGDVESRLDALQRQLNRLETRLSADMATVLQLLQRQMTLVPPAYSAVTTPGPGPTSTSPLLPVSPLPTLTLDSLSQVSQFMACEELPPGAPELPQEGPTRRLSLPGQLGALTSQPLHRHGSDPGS
KCNK9 inh: blocks the human KCNK9 two-pore domain potassium channel | Q9NPC2 | B-score at 10 µM | hit rate 1.2% among 310,000 | AID 488922 | HEK293 KCNK9, FluxOR thallium flux fluorescence; active compounds read low;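 active = ratio B-score over 3 SD below the library mean, with starting fluorescence within 5 SD of its mean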;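 note: negative B-score means less thallium flux so channel inhibition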
Platelet DG rel: platelet dense granule release activity; human platelet-rich plasma, SFLLRN dense granule ATP release, luminescence; inhibition, %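 (compounds screened at 7.5 µM in platelet-rich plasma)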; hit rate 0.22% among 300,000; AID 1663;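 active = mean replicate score, as percent of positive control, at or above 50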
KCNQ1 act: potentiators or activators of human KCNQ1 potassium channel | P51787 | CHO-K1 KCNQ1, thallium flux FluxOR fluorescence; active compounds read high | hit rate 0.35% among 310,000 | B-score at 10 µM;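 active = fluorescence ratio B-score, a plate-corrected score, at least three library SD, with initial intensity B-score within 5 SD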
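System: Stable KCNQ1 CHO-K1 line | Incubation: 90 min dye loading and 20 min compound exposure, both at room temperature | Measure: Ratio B score | Medium: Assay buffer for compound exposure, DMSO matched across wells | Compound dosing: Single-concentration screen | Probe or stimulus: K+/Tl+ depolarizing stimulus | Measured by: Kinetic FluxOR fluorescence, 10 s baseline plus 110 s post-stimulus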
KCNK3 inh: human KCNK3 channel inhibition, primary screen; AID 602410; hit rate 0.84% among 340,000; B-score at 10 µM; CHO-KCNK3 thallium flux, FluxOR fluorescence; active compounds read low; O14649;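 active = B-score under library mean minus 4 SD, starting fluorescence ratio at most library mean plus 5 SD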;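 note: more negative B-score means stronger inhibition of thallium flux through KCNK3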
KCNQ1 block: human KCNQ1 channel inhibition; hit rate 1.3% among 310,000; P51787; CHO-K1 KCNQ1, FluxOR thallium flux fluorescence; active compounds read high; B-score at 10 µM;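 active = compounds whose thallium flux B-score, printed positive for inhibition, exceeds three library SD while starting fluorescence stays within three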;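 note: channel opened by potassium depolarization with thallium stimulus after 20 min compound exposure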
PolyA inh: inhibitors of polyadenylation in S. cerevisiae; calls only at 12 µM; hit rate 0.02% among 300,000; AID 1875; S. cerevisiae SKY197-pL101 polyadenylation reporter, beta-gal luminescence; efflux-impaired pdr1/pdr3 knockout yeast; score 100 = 6 SD above DMSO;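 active = lowest replicate activity score at least 50, where 100 means six control SD above control mean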;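 note: yeast exposed to compound for 9 h at 30 °C; higher score means more reporter readthrough which indicates perturbed polyadenylation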
TRPC4 agonist: opens the mouse TRPC4 cation channel | Q9QUQ5 | hit rate 0.49% among 310,000 | B-score at 10 µM | HEK293 TRPC4beta/mu-opioid, Fluo4 calcium fluorescence; active compounds read high;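 active = B-score above 5 SD of library B-scores, and initial fluorescence ratio not above library mean plus 5 SD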;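 note: positive B-score marks a calcium rise read as TRPC4 activation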
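Assay system – TRPC4beta and mu-opioid receptor HEK293 stable cells · Measured by – Fluo4 fluorescence, kinetic · Schedule – dye loading 45 min room temperature, 110 s kinetic read · Read-out – B-scored integrated calcium fluorescence ratio · Controls – buffer and maximal DAMGO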
Dyrk1A ADPGlo: Dyrk1A (rat) kinase inhibition | ADP-Glo luminescence, NFATc1 peptide | inhibition, % at 12.5 µM | hit rate 0.43% among 310,000; in the data active = inhibition above about 50%;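 note: plate controls were vehicle with enzyme for no effect and no enzyme for full effect; many of its hits are not listed in these tables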
TRPC4 block: blocks the mouse TRPC4 cation channel; HEK293 TRPC4beta/mu-opioid, DAMGO-evoked Fluo4 calcium flux; active compounds read low; B-score at 10 µM; hit rate 0.39% among 300,000; AID 2247;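 active = B-score over 3 SD under the library average, no early fluorescence shift, positive overall ratio signal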
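Assay system: Stable TRPC4beta/mu-opioid receptor HEK293 cells | Reagent: DAMGO in two steps, submaximal then maximal | Compound dosing: Single concentration per test compound | Signal: Fluo4 Ca2+ flux fluorescence | Evaluation: Per-well B score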
TRPC4 PAM: allosteric potentiators of mouse TRPC4 channel | HEK293 TRPC4beta/mu-opioid, DAMGO EC20, Fluo-4 Ca2+ flux; active compounds read high | AID 2227 | hit rate 0.42% among 310,000 | B-score at 10 µM;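 active = B-score of calcium response area above 5 SD of library B-scores, with initial fluorescence ratio within 5 SD of library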;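 note: B-score of integrated fluorescence ratio over time as area under calcium response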
* hit, by the source's call; i = inactive; x = no result given; & = joins results of further samples.

Each structure is followed by: Platelet DG rel, TRPC4 agonist, Dyrk1A ADPGlo, TRPC4 PAM, PolyA inh, KCNQ1 act, hERG rescue, TRPC4 block, KCNQ1 block, KCNK9 inh, KCNK3 inh
COc1ccc(OC)c(CNC(=O)C2CCCN(c3ncnc4c3nc3n4CCCCC3)C2)c1 (stereo not given)
  -5, i, 3, i, i, i, -14, i, i, i, i
Cc1ccc(N=Nc2c(N)n(-c3ccccc3)[nH]c2=O)cc1
  -27, i, 0, i, i, i, -3, i, i, i, i
O=C(Nc1nc2ccc([N+](=O)[O-])cc2s1)C1CCCO1 (stereo not given)
  -8, i, 66*, i, i, i, -12, i, i, i, i
O=C(Nc1cccc2ccccc12)NC(Cc1ccccc1)C(=O)O (stereo not given)
  -1, i, 2, i, i, i, -2, i, i, i, i
COc1cccc(C2=NOC(C(=O)Nc3cccnc3Cl)C2)c1 (stereo not given)
  -1, i, -2, i, i, i, -13, i, i, i, i
Cc1ccc(-n2c(C)cc(/C=N/NC(=O)CN(c3ccc(C)cc3C)S(C)(=O)=O)c2C)cc1
  -5, i, -4, i, i, i, -8, i, i, i, i
CN(C)c1nc2sc3c(c2c(=O)n1C)CC(C)(C)OC3
  -5, i, 1, i, x, i, -6, i, i, i, i
CCN(CC(=O)N1CCc2ccccc2C1)S(=O)(=O)c1ccc2ccccc2c1
  -6, i, -3, i, i, i, -12, i, i, i, i
CC1Cc2ccccc2N1c1ncnc(N)c1[N+](=O)[O-] (stereo not given)
  4, i, 28, i, i, i, 3, i, i, i, i
CCOC(=O)N1CCc2c(sc(N)c2C#N)C1
  1, i, x, i, i, i, 0, i, i, i, i
CCCCn1c(CCNC(=O)c2cccs2)nc2ccccc21
  5, i, 11, i, i, i, -3, i, i, i, i
Cc1cc(NC(=O)CSc2sc3c(O)cc(=O)[nH]c3c2C#N)ccc1Br
  -18, i, -6, i, i, i, -5, i, i, i, i
CCOc1ccccc1NC(=O)C1CC2CCCC(C1)C2=O (stereo not given)
  -2, i, 2, i, i, i, -4, i, i, i, i
CCC(C)Nc1nc(N)c([N+](=O)[O-])c(Nc2cc(OC)ccc2OC)n1 (stereo not given)
  -4, i, 5, i, i, i, -14, i, i, -9.7*, i
c1ccc(CCC2=NCCn3cccc32)cc1
  -3, i, -4&-1, i, i, i, -3, i, i, i, i
O=C(Cn1c(=O)c2c(ncn2Cc2ccccc2)n(Cc2ccccc2)c1=O)NC1CC1
  4, i, 1, i, i, i, -8, i, i, i, i
CC(=O)Nc1cc(C(=O)OCc2cccc([N+](=O)[O-])c2)ccc1C
  0, i, -1, i, i, i, -15, i, i, i, i
COCC(=O)Nc1cccc(C(F)(F)F)c1
  -3, i, -5, i, i, i, -11, i, i, i, i
COc1ccccc1C(=O)Nc1c2c(nn1-c1ccc(Cl)cc1)CS(=O)(=O)C2
  -4, i, 6, i, i, i, -5, i, i, i, i
CC(=O)N1c2ccc(S(=O)(=O)N(C)Cc3ccco3)cc2CC1C (stereo not given)
  1, i, 0, i, i, i, -7, i, i, i, i
COc1cc(NS(=O)(=O)c2ccc(NC(=O)/C(=C\c3ccccc3OC)NC(=O)c3ccccc3)cc2)nc(OC)n1
  -5, i, -3, i, i, i, -7, i, i, i, i
O=C(Nc1cccc(F)c1)NC1CCCCCCC1
  x, i, -1, i, x, i, -20, i, i, i, i
COC(=O)CN1C(=S)N(c2ccc(F)cc2)C(=O)C1CC(=O)Nc1ccc(F)cc1 (stereo not given)
  -3, i, -10, i, i, i, -5, i, i, i, i
Cc1ccccc1C(=O)NC(=S)NCc1ccccc1
  0, i, 1, i, i, i, -9, i, i, i, i
O=C(Cc1ccc(N2CCNC2=O)cc1)N1CCCC(Nc2cccc(F)c2)C1 (stereo not given)
  -21, i, 0, i, i, i, -4, i, i, i, i
CCOC(=O)C1CCN(S(=O)(=O)c2cccc(-c3cn4cc(C)ccc4n3)c2)CC1
  -3, i, 6, i, x, i, -6, i, i, i, i
O=C(COc1ccccc1[N+](=O)[O-])N(Cc1ccco1)C1CCS(=O)(=O)C1 (stereo not given)
  -2, i, 2, i, i, i, -2, i, i, i, i
Cc1c(NC(=O)c2c(N)sc3c2CCCC3)c(=O)n(-c2ccccc2)n1C
  -1, i, -2, i, i, i, -6, x, i, i, i
CC(C)(C)c1ccccc1NC(=S)NCc1ccccc1
  -11, i, 2, i, i, i, -7, i, i, i, i
CSc1ccc(/C=N/Nc2nc(C)cc(=O)[nH]2)cc1
  3, i, 15, i, i, i, -12, i, i, i, i
O=C(COC(=O)Cc1ccc(Cl)cc1)Nc1cc(S(=O)(=O)N2CCOCC2)ccc1N1CCCC1
  9, i, -7, i, i, i, -6, i, i, i, i
O=C(O)c1ccc(S(=O)(=O)c2ccc3c(c2)C(=O)N(NC(=O)c2ccncc2)C3=O)cc1
  3, i, -11, i, i, i, -13, i, i, i, i
COCCCNC(=O)CN(c1cc(Cl)ccc1OC)S(=O)(=O)c1ccc(C)c([N+](=O)[O-])c1
  -3, i, -5, i, i, i, 0, i, i, i, i
COc1cccc(NC(=O)c2nc3nc(C)cc(C(F)F)n3n2)c1
  -2, i, 2, i, i, i, -1, i, i, i, i
CCNS(=O)(=O)c1ccc(CCC(=O)N2CCN(Cc3ccccc3)CC2)cc1
  -3, i, 11, i, i, i, -5, i, i, i, i
CC1=CC(=O)C2=C(C)CC[C@@H]3[C@H](OC(=O)[C@H]3C)[C@@H]12
  8, i, 5, i, i, i, -6, i, i, i, i
COCCNC(=S)N(CCc1c(C)[nH]c2ccc(C)cc12)Cc1cccnc1
  1, i, 0, i, i, i, -7, i, i, i, i
COc1ccccc1NC(=O)c1c(O)c2ccccc2[nH]c1=O
  -1, i, 8, i, i, i, -4, i, i, i, i
CO/N=C(\N)c1ccc([N+](=O)[O-])cc1
  7, i, -6, i, i, i, -7, i, i, i, i
COc1ccccc1NC(C)=[N+](C)CCNS(=O)(=O)c1ccc(Cl)cc1
  4, i, -8, i, i, i, -5, i, i, i, i
CC(C)C(c1nnnn1Cc1ccco1)N1CCN(c2cccc(Cl)c2)CC1 (stereo not given)
  2, i, 1, i, i, i, -4, i, i, -8*, i
CC1=CC(C)(C)N2C(=O)C(=Nc3ccc(O)cc3)c3cccc1c32
  -1, i, -1, i, i, i, -23, i, i, i, i
CNS(=O)(=O)c1ccc2c(c1)oc(=O)c1cc(S(=O)(=O)NC)ccc12
  -1, i, 0, i, i, i, -2, i, i, i, i
CC(C)(C)OC(=O)N1CCN(c2ccc(NC(=O)Cn3nnc(-c4ccccc4)n3)cc2)CC1
  -32, i, 0, i, i, i, -4, i, i, i, i
Cc1cccc(NC(=S)N2CCN(c3ccccc3F)CC2)c1C
  -1, i, 11, i, i, i, -6, i, i, i, i
Cc1ccc(-c2csc3nc(C)n(-n4c(C)ccc4C)c(=O)c23)o1
  11, i, 9, i, i, i, -10, i, i, i, i
COc1cccc(CNC(=O)c2nnn(CC(=O)Nc3ccc(C)c(C)c3)c2N)c1
  -2, i, -8, i, i, i, -16, i, i, i, i
O=C(NCc1ccc(Cl)cc1)C1CCN(S(=O)(=O)c2ccc(F)cc2)CC1
  6, i, -3, i, i, i, -11, i, i, i, i
N#Cc1ccccc1NC(=O)Nc1cccs1
  13, i, 4, i, i, i, -4, i, i, i, i
CN(Cc1ccccc1)C1(CNC(=O)CCC(F)(F)F)Cc2ccccc2C1
  -8, i, 2, i, i, i, -8, i, i, i, i
O=C(c1cc(COc2ccc(F)cc2Cl)on1)N1CCCCCC1
  6, i, -2, i, i, i, -6, i, i, i, i
CCCCCc1cc(=O)oc2c(C(CCN3CCCC(C)C3)c3ccc4c(c3)OCO4)c(OC)cc(OC)c12 (stereo not given)
  0, i, 8, i, i, i, -41, i, i, i, i
CCOCc1cnc(C)nc1NCC(=O)c1c(C)n(C)c2ccc(OC)cc12
  1, i, 1, i, i, i, -6, i, i, i, i
CCn1c2ccc(/C(C)=N\O)cc2c2cc(/C(C)=N\O)ccc21
  -6, i, 2, i, i, i, -13, i, i, i, i
O=C(Cc1ccc(F)cc1)c1ccc(O)cc1O
  0, i, 7, i, i, i, -16, i, i, i, i
CN(C)C(/C=C/Nc1ccc(O)cc1)=C(C#N)C#N
  11, i, 0, i, i, i, -12, i, i, i, i
O=C(CCN1C(=O)C2C3CCC(C3)C2C1=O)Nc1cccc(Cl)c1 (stereo not given)
  -31, i, 7, i, i, i, -6, i, i, i, i
O=c1c2cccnc2[nH]c(=S)n1CCCN1CCN(c2ccc(F)cc2)CC1
  -9, i, -4, i, i, i, -8, i, i, i, i

Ordered by formula weight (smallest number first): some entries from above
Each structure is followed by: Platelet DG rel, TRPC4 agonist, Dyrk1A ADPGlo, TRPC4 PAM, PolyA inh, KCNQ1 act, hERG rescue, TRPC4 block, KCNQ1 block, KCNK9 inh, KCNK3 inh
CC1=CC(=O)C2=C(C)CC[C@@H]3[C@H](OC(=O)[C@H]3C)[C@@H]12
  8, i, 5, i, i, i, -6, i, i, i, i
CN(C)C(/C=C/Nc1ccc(O)cc1)=C(C#N)C#N
  11, i, 0, i, i, i, -12, i, i, i, i
CC(C)C(c1nnnn1Cc1ccco1)N1CCN(c2cccc(Cl)c2)CC1 (stereo not given)
  2, i, 1, i, i, i, -4, i, i, -8*, i

High-throughput results (PubChem BioAssay)

These rows are one share of the data, so the mix of outcomes need not match the whole.
